Source: PubChem BioAssay
Tat transport: blocks Tat-dependent protein export in E. coli; inhibition, % at 10 µM; hit rate 0.036% among 340,000; E. coli MC4100 TorA-mCherry Tat export, fluorescence; AID 488895;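 active = mean replicate inhibition at least 50% and at least half of replicates individually reaching 50%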;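 also: exported cargo escapes ClpAP degradation while cytoplasmic cargo is degraded and loses fluorescence; 0% = median of neutral control wells and 100% = median of NaSCN control wells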
Ecoli viability: counter-screen for AddAB inhibitors: E. coli growth inhibition | E. coli V3065 growth, OD600 absorbance, 18 h | inhibition, % at 11.9 µM | hit rate 0.27% among 330,000;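 active = inhibition above the campaign's mean inhibition across all tested compounds plus 3 SD, cut at about 9.9% in these data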;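 also: uninfected addAB+ strain grown without phage in ampicillin broth; 0% = DMSO wells and 100% = ciprofloxacin 0.95 µg/ml wells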
PKA-R1A act: PKA-R1A complex activation. activation, % at 11.4 µM. P00514+P68181. hit rate 0.083% among 340,000. PKA-R1A dissociation, Cy5-IP20 fluorescence polarization; scaled: DMSO 0%, 113 µM cGMP 100%;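 active = percent activation above the mean of all tested compounds plus 3 SD, cut at about 19% in these data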;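 also: higher means more PKAc released from R1A so a rise in polarization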
phage Ecoli inh: E. coli growth loss with phage present. inhibition, % at 11.9 µM. hit rate 0.26% among 360,000. growth absorbance; in the data active = inhibition above about 11%
MOR-DOR inv ag: mu-delta opioid heterodimer inverse agonism; hit rate 0.21% among 340,000; AID 504357; cell-based MOR-DOR heterodimer luminescence; inhibition, % at 9.3 µM; P35372+P41143; in the data active = inhibition above about 22%, passing the limit was not always enough;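 also: 0% = cells with DMSO and 100% = wells without cells with DMSO; values of inactives mirror those of a sister screen read the other way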
Target sequence (P35372 whole entry, looked up): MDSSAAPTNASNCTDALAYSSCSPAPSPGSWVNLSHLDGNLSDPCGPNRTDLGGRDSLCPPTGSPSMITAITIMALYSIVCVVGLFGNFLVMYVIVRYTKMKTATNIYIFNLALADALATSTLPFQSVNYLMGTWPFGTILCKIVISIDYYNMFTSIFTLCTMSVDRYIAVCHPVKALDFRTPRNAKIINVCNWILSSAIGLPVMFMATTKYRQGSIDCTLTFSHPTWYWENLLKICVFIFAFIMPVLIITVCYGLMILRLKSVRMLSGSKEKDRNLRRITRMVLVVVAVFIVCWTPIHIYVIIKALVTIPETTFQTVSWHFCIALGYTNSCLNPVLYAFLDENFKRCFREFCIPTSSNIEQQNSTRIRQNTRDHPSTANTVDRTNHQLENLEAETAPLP
Target sequence (P41143 whole entry, looked up): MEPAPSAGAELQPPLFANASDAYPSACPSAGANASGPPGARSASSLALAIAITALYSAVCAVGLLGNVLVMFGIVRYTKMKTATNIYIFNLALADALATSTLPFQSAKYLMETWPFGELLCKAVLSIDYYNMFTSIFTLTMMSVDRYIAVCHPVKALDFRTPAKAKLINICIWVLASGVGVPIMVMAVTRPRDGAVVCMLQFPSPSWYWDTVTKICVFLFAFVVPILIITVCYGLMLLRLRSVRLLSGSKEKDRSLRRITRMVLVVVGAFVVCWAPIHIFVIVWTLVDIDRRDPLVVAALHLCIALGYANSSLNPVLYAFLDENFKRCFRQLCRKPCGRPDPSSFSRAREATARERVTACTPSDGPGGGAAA
SUMO Mot1 rescue: inhibitors of SUMOylation pathway: yeast Mot1-301 growth rescue; S. cerevisiae Mot1-301 growth rescue, ATP luminescence, 38.5C; percent above DMSO median, 100 means doubled; growth rescue, % at 18.8 µM; hit rate 1% among 320,000;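 active = every valid replicate shows activation above 250% relative to neutral control wells; inactive = the rest, any valid replicate at or below 250%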;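 also: OY570 slx delta 5 strain wells were the positive control but not used for scaling; some compounds called inactive have numbers as strong as hits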
Arrestin-AP2 inh: inhibitors of human beta-arrestin and AP2 interaction. FITC-arrestin peptide / GST-AP2 beads, flow cytometry; AP2 beta2 appendage carries R879A mutation. inhibition, % at 10 µM. hit rate 0.31% among 340,000;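 active = inhibition above a set limit, near 3 SD of compounds lacking own fluorescence, cut at about 54% in these data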;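 also: plate controls were DMSO wells for no effect and 5 µM unlabelled arrestin peptide for full effect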
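System: GST-tagged AP2 beta2-adaptin appendage (R879A) on 4 µm glutathione beads / Reagent: FITC-arrestin peptide, 50 nM / Detection: HyperCyt-sampled flow cytometry, FL1 channel, ex 488/em 535 nm / Timing: 12 min plus 1 h, RT / Buffer or medium: PBS plus Tween 20 (0.05%) and BSA (0.1%)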
PfHsp90 yeast 2: reduces growth (ATP signal) of yeast expressing P. falciparum Hsp90; hit rate 0.32% among 310,000; inhibition, % at 9.4 µM; S. cerevisiae expressing PfHsp90, BacTiter-Glo ATP, 48 h; yeast lacking PDR1 and PDR3 efflux regulators;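 active = every replicate shows inhibition above about 80%, whatever the replicate mean, limit read from the data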;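 also: 0% = DMSO neutral controls and 100% = 20 µM radicicol positive controls; yeast relying on Plasmodium falciparum Hsp90 in place of its own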
AddAB inh: less growth of phage-infected E. coli with AddAB; inhibition, % at 11.9 µM; E. coli expressing H. pylori AddAB, absorbance growth; AID 435030; hit rate 0.29% among 330,000; in the data active = inhibition above about 12%;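 also: 0% = vehicle wells of infected cells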
Pemphigus Ab inh: blocks pemphigus antibody binding to human desmoglein-3; P32926; DSG3-coupled beads, scFv-anti-DSG3-GFP binding, flow cytometry; stronger effect = lower value; binding (percent of control), % at 10 µM; hit rate 0.48% among 310,000;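 active = binding more than 3 SD below its plate's average and above zero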; also: some compounds called inactive have numbers as strong as hits
MOR-DOR ag: OPRM1-OPRD1 heterodimerization agonism | P35372+P41143 | cells, luminescence | activation, % at 9.3 µM | hit rate 0.3% among 340,000; in the data active = activation above about 18%;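 also: 0% = vehicle-treated cells and 100% = reference agonist; values of inactives mirror those of a sister screen read the other way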
An asterisk follows results filed as active; . = no result given.

SMILES | Tat transport | Ecoli viability | PKA-R1A act | phage Ecoli inh | MOR-DOR inv ag | SUMO Mot1 rescue | Arrestin-AP2 inh | PfHsp90 yeast 2 | AddAB inh | Pemphigus Ab inh | MOR-DOR ag
Nc1ccccc1C(=O)NNC1=C(C(=O)C(F)(F)F)CCC1 | 2 | -2.0 | 6 | 2.2 | 7 | 4 | 7 | 3 | -0.9 | 100 | -1.4
COc1cc([C@@H]2C[C@H]3CN(c4ccccc4)C(=O)[C@]34CCCN24)cc(OC)c1OC | 0 | 0.6 | -2 | 2.1 | 15 | 3 | 8 | 4 | 0.7 | 154 | -3.0
O=C1CC(N2CCC(c3nc4ccccc4o3)CC2)C(=O)N1Cc1cccs1 (stereo unspecified) | 13 | -1.6 | 4 | 1.4 | 6 | 188 | 0 | -12 | 3.9 | 106 | -1.0
COc1ccccc1NC(=O)Cn1cnc2sc(C(=O)NCc3ccco3)c(C)c2c1=O | -6 | -2.7 | 2 | 0.2 | 13 | 5 | 8 | . | 0.9 | 106 | -2.5
CCc1nnc(NC(=O)c2ccc(S(=O)(=O)N3CCCC(C)C3)cc2)s1 (stereo unspecified) | -9 | 2.6 | 7 | -0.8 | -5 | -8 | 7 | -73 | 3.6 | 95 | 0.9
Cc1ccc(C2CC(=O)Nc3c2ccc2ccccc32)cc1[N+](=O)[O-] (stereo unspecified) | -8 | 1.0 | -5 | 2.4 | 9 | 121 | 30 | -33 | 1.4 | 84 | -1.7
COc1ccc(S(=O)(=O)N2N=C(c3ccc(NS(C)(=O)=O)cc3)CC2c2ccco2)cc1 (stereo unspecified) | -3 | 0.8 | -14 | 1.6 | 3 | 3 | 4 | . | -0.8 | 145 | -0.5
Cc1ccc(S(=O)(=O)c2ccc(Cl)cc2)cc1S(=O)(=O)NC(C)C(=O)O (stereo unspecified) | -7 | 3.6 | -1 | 0.6 | 6 | 60 | 3 | 7 | 4.2 | 100 | -1.1
C=CCN1C(=O)[C@@H]2Cc3c([nH]c4ccccc34)C(c3ccc(O)cc3)N2C1=S (stereo partly specified) | 5 | -1.2 | -4 | . | -18 | 3 | -9 | 4 | 1.2 | 113 | 4.0
CCOc1ncccc1C(=O)NC(C)CCc1ccccc1 (stereo unspecified) | 1 | . | 0 | -1.1 | 8 | -7 | -8 | 13 | . | 180 | -1.6
O=C(CCC1CCCC1)Nc1ccc([N+](=O)[O-])cn1 | 2 | 0.9 | -2 | 0.4 | -8 | 9 | -8 | 11 | -0.7 | 123 | 1.5
CCCC(C(=O)NC(C)(C)C)N(CC1CCCO1)C(=O)c1snc(C(N)=O)c1N (stereo unspecified) | 0 | 4.0 | 0 | 3.3 | 13 | 4 | -1 | -4 | 4.8 | 86 | -2.0
COC(=O)[C@@H]1CCCN1C(=O)CCc1nnc(C2CCCCC2)o1 | -10 | -1.9 | 0 | 3.9 | 9 | 1 | -5 | -17 | 2.9 | 100 | -1.8
Cc1cc(NC(=O)CSCC(=O)Nc2ccc(Cl)c(C(F)(F)F)c2)no1 | -5 | 0.0 | -11 | 2.2 | 4 | 11 | -1 | 11 | 1.0 | 91 | -0.8
CSc1ccc(CNC(C)(C)CO)cc1 | 1 | -2.6 | -17 | 4.9 | 14 | -11 | -1 | . | 0.7 | 119 | -2.9
O=C(O)CCSc1nnc(COc2cccc3cccnc23)n1-c1ccccc1 | 2 | -2.8 | -9 | 2.4 | 8 | 1 | -12 | 13 | 1.9 | 83 | -1.7
O=C1c2ccccc2C(=O)N1CCSC(=S)N1CCOCC1 | 0 | -0.5 | -11 | 0.6 | 9 | 7 | 6 | -6 | 1.3 | 95 | -1.6
CNC(=O)[C@@H]1C[C@H]1[C@@H](NC(=O)OCc1ccccc1)c1ccccc1 | 4 | 0.2 | 2 | 0.6 | 3 | 1 | 7 | -10 | 2.0 | 102 | -0.6
O=C1C2C3CCC(C3)C2C(=O)N1c1ccc2ccccc2c1 (stereo unspecified) | 8 | 2.2 | 1 | 1.2 | 16 | 12 | 4 | -6 | 0.0 | 99 | -3.5
CCN1C2=C(C(=O)CCC2)C(c2ccc(O)cc2)C2=C1CCCC2=O | -7 | -0.2 | -11 | 0.6 | -3 | -17 | 4 | . | 1.3 | 104 | 0.5

One compound at a time, from the list above. Order of values: Tat transport	Ecoli viability	PKA-R1A act	phage Ecoli inh	MOR-DOR inv ag	SUMO Mot1 rescue	Arrestin-AP2 inh	PfHsp90 yeast 2	AddAB inh	Pemphigus Ab inh	MOR-DOR ag
O=C1c2ccccc2C(=O)N1CCSC(=S)N1CCOCC1 as listed: 0	-0.5	-11	0.6	9	7	6	-6	1.3	95	-1.6
Cc1ccc(S(=O)(=O)c2ccc(Cl)cc2)cc1S(=O)(=O)NC(C)C(=O)O (stereo unspecified) as listed: -7	3.6	-1	0.6	6	60	3	7	4.2	100	-1.1
O=C1CC(N2CCC(c3nc4ccccc4o3)CC2)C(=O)N1Cc1cccs1 (stereo unspecified) as listed: 13	-1.6	4	1.4	6	188	0	-12	3.9	106	-1.0
Cc1cc(NC(=O)CSCC(=O)Nc2ccc(Cl)c(C(F)(F)F)c2)no1 as listed: -5	0.0	-11	2.2	4	11	-1	11	1.0	91	-0.8
COc1ccccc1NC(=O)Cn1cnc2sc(C(=O)NCc3ccco3)c(C)c2c1=O as listed: -6	-2.7	2	0.2	13	5	8	.	0.9	106	-2.5

Further compounds follow.
SMILES | Tat transport | Ecoli viability | PKA-R1A act | phage Ecoli inh | MOR-DOR inv ag | SUMO Mot1 rescue | Arrestin-AP2 inh | PfHsp90 yeast 2 | AddAB inh | Pemphigus Ab inh | MOR-DOR ag
CCOC(=O)C(Sc1cc(C)nc(N)n1)C(C)=O (stereo unspecified) | 10 | -0.2 | -7 | 2.5 | 12 | -15 | 11 | -7 | -0.7 | . | -2.0
COc1ccc(Cl)c(N2CCN(CCCNC(=O)Nc3ccc(C)cc3)CC2)c1 | 1 | -0.6 | 6 | 1.8 | 3 | -13 | -4 | 2 | 1.0 | . | -0.8
COc1ccc(NC(=O)c2ccc3nccnc3c2)cc1 | -2 | -1.2 | -5 | 3.9 | 10 | 4 | 23 | 7 | -1.1 | 99 | -1.7
c1ccc(C(c2ccccc2)N2CCN(Cc3nnnn3C3CCCCC3)CC2)cc1 | 21 | 1.3 | 1 | 2.3 | -26 | -27 | 7 | . | 4.6 | 105 | 4.5
COc1cc2cc(C(c3nnnn3C3CCCC3)N(C)C3CCCCC3)c(=O)[nH]c2cc1OC (stereo unspecified) | 3 | -1.8 | 0 | 0.8 | -12 | -7 | 17 | 19 | 0.0 | 103 | 2.1
C=CCC(C(=O)OC)(C(=O)OC)c1ccc([N+](=O)[O-])cc1[N+](=O)[O-] | -3 | -0.1 | 4 | -0.1 | -12 | -16 | 16 | -25 | 0.8 | . | 2.7
CC1=C(C(=O)OCC2CCCCC2)C(c2ccc(F)cc2)NC(=O)N1 (stereo unspecified) | 6 | -0.9 | -9 | -0.8 | -38 | -1 | -6 | -9 | -0.3 | 118 | 6.9
CCC1(C)Cc2c(sc3nnn(CC(=O)Nc4ccc(Cl)cc4)c(=O)c23)CO1 (stereo unspecified) | -5 | -1.1 | -8 | 0.1 | 4 | -13 | 8 | 24 | 2.1 | 98 | -0.7
N#Cc1cccc(NC(=O)CSc2ccccc2)c1 | 5 | -1.6 | -2 | 0.6 | 5 | 11 | -2 | -10 | 1.8 | 110 | -0.8
CCN(CC)CCCNC(=O)C1CCN(C(=O)c2cc3sccc3n2Cc2ccc(F)cc2)CC1 | 0 | -0.4 | -9 | 0.6 | 14 | 10 | -12 | -40 | 2.5 | 103 | -2.4
CN(Cc1ccccc1F)C(=O)CN1CCN(S(=O)(=O)c2ccc3c(c2)OCCCO3)CC1 | 3 | -3.1 | 4 | 1.1 | 13 | 4 | 22 | 6 | -0.1 | . | -3.1
CCCCCNc1c(C(=O)OCC)c(=O)[nH]c2ccccc12 | 0 | -2.6 | -9 | 3.8 | 6 | -6 | -9 | -1 | 0.3 | 100 | -1.0
O=C(CSc1nnnn1-c1ccccc1)Nc1ncc(Cc2ccccc2Cl)s1 | 6 | -2.4 | -2 | 4.1 | -12 | -2 | 8 | -7 | 0.8 | 96 | 2.4
CCc1ccc(-c2nc(SCC(=O)NC3CC3)n[nH]2)cc1 | -4 | -0.7 | 1 | 6.2 | 7 | 469 | -13 | 4 | 0.0 | 105 | -1.1
COC(=O)c1ccc(NC(=O)Nc2cccc(F)c2)cc1 | 0 | 6.0 | -10 | 12* | -18 | 92 | 15 | 15 | 9.1 | 92 | 3.5
CCCCc1oc2c(c(=O)c1C)C(=O)CC(c1ccccc1)C2 (stereo unspecified) | -7 | 0.4 | -10 | 2.8 | -17 | 0 | 2 | 11 | 2.1 | 97 | 2.8
S=C(NCCc1ccccc1)N/N=C/c1ccccc1Cl | 20 | 0.3 | -6 | 2.7 | 1 | 157 | 25 | -17 | 0.5 | 102 | -0.2
CC(C)(C)S(=O)(=O)c1cnc2c(-c3ccsc3)cnn2c1N | -7 | -1.4 | -3 | 1.0 | 12 | 9 | 17 | -12 | -2.9 | . | -2.5
Cc1nc2ccc(NC(=O)CCS(=O)(=O)c3ccc(Cl)cc3)cc2s1 | 9 | 0.4 | -4 | 3.1 | -18 | -15 | 4 | -7 | 5.9 | -174* | 3.6
CCNC(=O)c1sc(-c2ccccc2)nc1C | -1 | 3.4 | 3 | 2.2 | 4 | 348 | -7 | 5 | 2.1 | 100 | -0.8
Cc1ccc(C(=O)Nc2cc3c(cc2N2CCCCC2)n(C)c(=O)n3C)cc1 | 4 | -2.1 | -2 | . | 10 | 62 | -1 | -36 | 2.5 | 105 | -1.9
CC(C)(C)N1C(=O)c2ccc(C(=O)Nc3ccc(-c4nc5ccccc5[nH]4)cc3)cc2C1=O | -15 | 1.3 | -2 | 0.5 | -15 | -9 | 46 | -17 | 1.4 | 127 | 2.7
O=C(NC(=S)NN1CCCCC1c1cccnc1)c1ccc(Cl)cc1Cl (stereo unspecified) | 2 | 1.5 | 4 | -2.9 | 15 | 31 | 16 | -2 | 3.6 | 96 | -3.0
CCc1cc2cc(OC)ccc2nc1SCC(=O)NNC(=O)c1ccco1 | -10 | -3.0 | -7 | 1.8 | 2 | 147 | 2 | 6 | 4.4 | 105 | -0.2

The order is random; any-hit rate near 2.8%.
